Screens from PubChem BioAssay.
FXIa inh 1536 = inhibitors of human coagulation factor XIa | purified FXIa, Boc-Glu-Ala-Arg-AMC fluorogenic substrate | 0.14% of 220,000 active | P03951 | inhibition, % at 5 µM;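 active = inhibition of at least 40%; inactive = inhibition below 40%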;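 also: fluorescence of freed AMC excited at 355 nm; 0% = enzyme without compound and 100% = no enzyme blank; many of its hits are not listed in these tables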
Furin inh = blocks human furin protease activity; P09958; purified furin, fluorogenic substrate cleavage; inhibition, % at 30 µM; 0.061% of 220,000 active; AID 463115; in the data active = inhibition above about 25%; also: inactives centre near -15
hK5 inh = blocks human kallikrein 5 protease activity; Q9Y337; recombinant hK5, fluorogenic AMC substrate cleavage; inhibition, % at 5 µM; 0.59% of 210,000 active; AID 873;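 active = inhibition of 40% or more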;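 also: 0% = enzyme controls without compound and 100% = no-enzyme blanks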
m-calpain inh = blocks pig calpain II enzyme activity. purified calpain II, fluorogenic peptide substrate, 30 min. AID 1236. inhibition, % at 16 µM. 0.37% of 220,000 active;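 active = inhibition above about 50%, limit read from the data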
FXIIa inh 1536 = inhibitors of human coagulation factor XIIa | P00748 | purified FXIIa, Boc-QGR-AMC fluorogenic substrate, 2 h | inhibition, % at 5 µM | 0.3% of 220,000 active; in the data active = inhibition above about 40%;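 also: 0% = enzyme with no compound and 100% = blank without enzyme; many of its hits are not listed in these tables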
PERK inh = inhibitors of human PERK kinase. Q9NZJ5. CHO PERK-DD fusion, SEAP luminescence translation reporter. inhibition, % at 5.6 µM. 0.17% of 220,000 active. AID 1416;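 active = inhibition above the mean inhibition of all tested compounds plus 3 SD, set separately per screening campaign, cut at about 2.9% in these data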;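 also: PERK kinase domain activated by AP20187 dimerizer at 100 nM; 0% = DMSO with dimerizer and 100% = rapamycin at 8.4 µM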
Target sequence (Q9NZJ5 whole entry, looked up, the tested form may be a part): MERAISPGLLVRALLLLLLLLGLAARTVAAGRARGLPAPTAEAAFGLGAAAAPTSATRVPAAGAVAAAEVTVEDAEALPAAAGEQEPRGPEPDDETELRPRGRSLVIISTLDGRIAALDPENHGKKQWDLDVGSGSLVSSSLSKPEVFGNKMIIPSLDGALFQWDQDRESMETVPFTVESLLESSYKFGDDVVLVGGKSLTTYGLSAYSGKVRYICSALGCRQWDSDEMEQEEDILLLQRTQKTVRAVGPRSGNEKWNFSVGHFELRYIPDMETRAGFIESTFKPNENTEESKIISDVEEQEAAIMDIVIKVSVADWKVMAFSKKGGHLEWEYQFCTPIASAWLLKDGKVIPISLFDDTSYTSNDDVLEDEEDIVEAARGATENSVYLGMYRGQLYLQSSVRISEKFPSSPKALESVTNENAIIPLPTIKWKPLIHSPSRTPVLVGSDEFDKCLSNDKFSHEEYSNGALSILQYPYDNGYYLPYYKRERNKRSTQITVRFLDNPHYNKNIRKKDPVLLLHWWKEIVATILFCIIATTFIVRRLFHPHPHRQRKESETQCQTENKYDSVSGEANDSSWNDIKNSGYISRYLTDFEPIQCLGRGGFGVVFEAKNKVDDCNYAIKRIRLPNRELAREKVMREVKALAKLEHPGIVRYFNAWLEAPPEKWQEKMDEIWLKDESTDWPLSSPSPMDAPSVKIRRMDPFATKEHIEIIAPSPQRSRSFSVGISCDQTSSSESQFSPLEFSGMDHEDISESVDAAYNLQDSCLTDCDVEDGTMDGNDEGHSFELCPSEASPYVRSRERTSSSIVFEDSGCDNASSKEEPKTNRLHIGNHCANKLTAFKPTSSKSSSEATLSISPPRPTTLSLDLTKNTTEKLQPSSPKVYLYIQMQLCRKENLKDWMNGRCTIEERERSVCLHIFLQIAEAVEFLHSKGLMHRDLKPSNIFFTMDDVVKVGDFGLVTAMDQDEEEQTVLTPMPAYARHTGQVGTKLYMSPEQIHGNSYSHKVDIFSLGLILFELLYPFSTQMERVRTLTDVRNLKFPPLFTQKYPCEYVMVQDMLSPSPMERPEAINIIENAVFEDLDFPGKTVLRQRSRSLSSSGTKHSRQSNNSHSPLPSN
Thrombin inh = thrombin (human) inhibition. P00734. alpha-thrombin, Boc-VPR-AMC fluorogenic substrate cleavage. inhibition, % at 5 µM. 0.26% of 220,000 active;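 active = inhibition at or above 40%; inactive = inhibition below 40%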;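 also: 0% = enzyme with no compound and 100% = wells without enzyme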
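Test system: human alpha-thrombin; medium: pH 7.5 Tris-saline with Tween 20; times: reaction at room temperature; signal: AMC fluorescence at 355 nm excitation and 460 nm emission; also added: Boc-VPR-AMC substrate, 15 µM final; dosing: one concentration per compound, 5 µM, with 0.2% DMSO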
Rad51 HR inh = Rad51 (human) homologous recombination inhibition; 0.085% of 200,000 active; Q06609; hRad51 DNA strand exchange, fluorescence dequenching; inhibition, % at 10 µM; AID 1385;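 active = inhibition above 40% at the single screening dose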;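 also: 0% = DMSO control wells and 100% = blanks with heterologous ssDNA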
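material = hRad51 filaments on single-stranded DNA | reagent = Donor/quencher-labelled 47-bp dsDNA substrate | compound = 10 µM final, single point | schedule = strand-exchange reaction 15 min at room temperature | measured by = fluorescein emission 520 nm, excitation 485 nm | read-out basis = % inhibition versus plate control and blank means | benchmarks = plate controls and plate blanks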
KCC2 mod = modulators of human KCC2 chloride dependent transport. B-score of Tl+ flux slope (higher = more flux/activation; lower = inhibition) at 10 µM. Q9H2X9. 2.2% of 190,000 active. KCC2 cells, thallium flux FluoZin-2 fluorescence;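 active = thallium flux slope and its plate-corrected score both differing from the plate sample mean at a set confidence after two filtering rounds, in either direction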;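 also: slope of fluorescence scaled to starting intensity during 10 to 20 s after thallium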
The depositor's hits bear a star; . = not tested or not shown; [ ] = another dose, or the depositor's remark.

The opening five records, ahead of the listing:
SMILES	FXIa inh 1536	Furin inh	hK5 inh	m-calpain inh	FXIIa inh 1536	PERK inh	Thrombin inh	Rad51 HR inh	KCC2 mod
COc1cccc(C(=O)N2CCN(Cc3cn[nH]c3-c3ccc(F)cc3F)CC2)c1	0	-25	.	-9	11	0.3	-6	-7	.
COC(=O)[C@H](C)[C@@H]1C[C@@]1(C)[C@@H](NC(=O)OCc1ccccc1)c1ccccc1	3	-14	1	15	15	-0.6	-4	6	-1.7
CCN(c1ccccc1)S(=O)(=O)c1ccc(C(=O)OC(C)C(=O)NCCC2=CCCCC2)cc1 (stereo unspecified)	3	-2	-18	2	10	1.0	-4	4	0.97
CSCSC1=C(C#N)C(c2ccc(Cl)cc2)C(C(C)=O)=C(C)N1 (stereo unspecified)	-7	-20[20 µM]	-1	17	-1	0.6	-4	-4	0.98
COc1c(Cl)cc(-c2noc(C)c2C(=O)NCCc2ccc(C)cc2)cc1Cl	5	-4	-11	-9	18	-0.4	1	0	-0.41

This part in full, repeating the preview:
SMILES	FXIa inh 1536	Furin inh	hK5 inh	m-calpain inh	FXIIa inh 1536	PERK inh	Thrombin inh	Rad51 HR inh	KCC2 mod
COc1cccc(C(=O)N2CCN(Cc3cn[nH]c3-c3ccc(F)cc3F)CC2)c1	0	-25	.	-9	11	0.3	-6	-7	.
COC(=O)[C@H](C)[C@@H]1C[C@@]1(C)[C@@H](NC(=O)OCc1ccccc1)c1ccccc1	3	-14	1	15	15	-0.6	-4	6	-1.7
CCN(c1ccccc1)S(=O)(=O)c1ccc(C(=O)OC(C)C(=O)NCCC2=CCCCC2)cc1 (stereo unspecified)	3	-2	-18	2	10	1.0	-4	4	0.97
CSCSC1=C(C#N)C(c2ccc(Cl)cc2)C(C(C)=O)=C(C)N1 (stereo unspecified)	-7	-20[20 µM]	-1	17	-1	0.6	-4	-4	0.98
COc1c(Cl)cc(-c2noc(C)c2C(=O)NCCc2ccc(C)cc2)cc1Cl	5	-4	-11	-9	18	-0.4	1	0	-0.41
Cc1c(C(=O)Nc2cccc(Cl)c2)cn2c(nc3ccccc32)c1C#N	9	-16	-8	-23	9	0.5	0	.	1.1
O=C(Nc1nccs1)c1csc2c1CCCC2	2	-19[20 µM]	-8	-5	12	-1.0	-1	0	-0.067
CCOC(=O)N1CCN(C(=O)c2ccc(SC)cc2OC)CC1	-5	-14	0	-5	8	-0.7	1	9	2.7
COc1ccc(-c2noc(-c3ccc(C)cc3)n2)cc1	-5	-12[20 µM]	-5	-2	5	0.6	-3	4	0.94
O=C(Nc1ccc(F)c(Cl)c1)NC1CC1	-1	-29	.	1	8	1.4	-4	10	0.26
CCCCC(=O)Nc1cc2nn(-c3ccc(OC)cc3)nc2cc1C	-8	-26	-5	-485	5	1.0	-6	10	-0.27
CCOc1cccc(NC(=O)c2cnccc2C(F)(F)F)c1	-4	-18	-5	3	1	-0.3	-7	-9	0.22
CCCc1nc(SCC(=O)N2CCc3ccccc32)c2c(C)c(C)sc2n1	2	-16[20 µM]	-4	-20	13	1.3	1	.	.
Cn1c(CCNC(=O)c2ccccc2)nc2cc(NC(=O)C3CCCCC3)ccc21	-5	-23[20 µM]	-18	-9	9	-1.3	-2	3	-1.6
Cc1ccc2c(c1)c(C)c(C)n2CC(O)CN1CCOCC1 (stereo unspecified)	-2	-16[20 µM]	-5	-20	4	-0.2	-5	-3	0.39
CSCCC(NC(=O)c1ccco1)C(=O)OCC(=O)Nc1sccc1C#N (stereo unspecified)	-4	-22	-20	-132	3	0.8	-12	.	0.67
Cc1occc1-c1nnc(SCC(N)=O)n1Cc1ccccc1	6	-15[20 µM]	10	-17	17	0.1	3	.	-0.16
COc1ccc2c(c1)C(C)=CC(C)(C)N2S(=O)(=O)c1ccc(Br)cc1	-4	-25	-2	8	6	-0.2	-11	-6	-0.51
O=C(CC1(O)C(=O)Nc2cc(Cl)cc(Cl)c21)c1ccccc1O (stereo unspecified)	6	-22	2	1	16	0.4	-3	-14	0.0003
Cc1ccc(C(=O)n2c(-c3ccccc3)cnc2SCC(=O)Nc2ccccc2)cc1	18	-15	4	2	19	-0.1	16	.	-0.17
CCOC(=O)C1(Cc2cccc(OC)c2)CCCN(C(=O)CCc2cccnc2)C1 (stereo unspecified)	-1	-19	2	-25	9	0.1	-9	3	-0.51
Cc1ccc(CNC(=O)Nc2ccc3c(c2)N(C)C(=O)CS3)cc1	-5	-15	.	44	6	0.7	-6	.	0.38
COc1cccc(C(=O)Nc2nc(C)cs2)c1	-2	-9[20 µM]	-4	10	9	0.5	0	3	-0.47
COc1ccc(C)cc1NCc1cc(=O)oc2cc(-c3ccccc3)c(O)cc12	16	-19	21	39	38	0.6	39	-15	0.74
CN(C)CCNS(=O)(=O)c1ccc(Cl)cc1	6	-13[20 µM]	-22	-14	0	1.0	-2	0	0.095

Overlap with the part before: 2 entries, followed by the next part.
SMILES	FXIa inh 1536	Furin inh	hK5 inh	m-calpain inh	FXIIa inh 1536	PERK inh	Thrombin inh	Rad51 HR inh	KCC2 mod
COc1ccc(C)cc1NCc1cc(=O)oc2cc(-c3ccccc3)c(O)cc12	16	-19	21	39	38	0.6	39	-15	0.74
CN(C)CCNS(=O)(=O)c1ccc(Cl)cc1	6	-13[20 µM]	-22	-14	0	1.0	-2	0	0.095
COc1ccc(CCNS(=O)(=O)c2cccc(F)c2)cc1OC	-9	-12[20 µM]	-17	-26	2	-0.2	-13	4	1.1
CC(=O)C1=C(C)NC(SCC(=O)c2ccccc2)=C(C#N)C1c1ccco1 (stereo unspecified)	0	-9	13	-8	5	-1.2	-5	-6	.
COC(=O)[C@@H](NC(=O)/C=C/c1ccc(OC)cc1)C(C)C	-4	-15	-5	9	6	-0.2	-5	-5	1.2
CC(C)c1ccc(/C=C/C(=O)O)cc1	-1	-10	3	17	15	0.2	1	14	0.045
CC(=O)Nc1cccc(NC(=O)C(F)(F)F)c1	-2	-22	0	21	4	-0.3	-2	-4	-0.98
O=C(/C=C/c1ccccc1)N1CCC(N2CCC(C(=O)N3CCOCC3)CC2)CC1	-5	-18	.	-25	-1	-0.4	-15	-9	0.64
Cc1ccccc1Oc1ncccc1C(=O)/C(C#N)=C/N(C)C	-6	0[20 µM]	-2	-16	-8	0.5	-12	-1	.
CCNC(=O)COC(=O)c1cc(-c2ccco2)nc2ccccc12	-5	-7	-9	-19	-7	-0.3	-11	.	-1.3
Cn1cccc1/C=N/NC(N)=S	-4	-13	-1	7	.	0.4	-5	3	-0.0045
O=C(CNc1cccc(Cl)c1)NNC(=S)NCc1ccccc1	6	-7	-7	28	7	-0.4	1	-5	.
CC1(C)Cc2c(sc3c2C(=O)N(c2ccccc2)C2=NCCCN23)CO1	-9	-16	-22	-14	1	0.5	-3	0	-0.068
O=C(CCN1C(=O)C2CC=C(Cl)CC2C1=O)N1CCCCC1 (stereo unspecified)	1	-31[20 µM]	2	-9	3	0.5	-8	0	-0.43
CC(C(=O)Nc1cccnc1)N1C(=O)c2ccccc2C1=O (stereo unspecified)	-3	-30	-22	-23	10	1.7	-3	4	.
CCOC(=O)c1c(C)n(-c2ccc(OC)cc2)c2c(C/C(C)=N/O)c(Br)c(OC)c(O)c12	3	-10[20 µM]	16	31	10	1.1	5	17	0.011
c1ccc(N2CCN(CCc3nnc4n3CCCCC4)CC2)cc1	10	-15	6	10	13	0.6	-1	1	-1.2
O=[N+]1C2=C(CCCC2)N([O-])C12CCCC2	-10	0	-17	-21	-10	0.1	0	-5	0.074
CCn1c(=NC(=O)CN2C(=O)CCC2=O)sc2c(C)cc(C)cc21	5	5	-2	-15	9	-0.7	-1	-2	-0.3
CC1(C)CC(NC(=O)c2cccc3ccccc23)CC(C)(C)N1	0	-17[20 µM]	-2	-8	10	0.4	-1	2	.
C=CCc1ccc(OCCCOc2ccc(C)cc2OC)c(OC)c1	8	-6[20 µM]	-9	14	14	0.2	1	6	-0.21
Cc1cc(C=NCCO)c(C)n1-c1cc(Cl)ccc1Cl	1	-26	3	-21	10	0.5	10	13	-0.21
O=C(CN1C2CCC1CC(NC(=O)NC1CCCCC1)C2)NC1CC1 (stereo unspecified)	-4	-14	-5	-17	-8	0.9	-6	0	1.1
COc1cc(N)c(Cc2nccc3cc(OC)c(OC)cc23)cc1OC	7	-21	3	-23	5	-0.1	-8	-6	.
COc1cc(/C=C/C(=O)OCC(=O)Nc2ccccc2Sc2ccc(Cl)cc2)ccc1O	5	-11	-8	13	12	0.2	-2	16	-0.15
O=C(c1ccc(Cl)cc1)c1cnc2ccccn12	-8	-22[20 µM]	-8	28	1	-0.6	-4	-7	-3.4*
Cc1ccc(OCC(=O)N/N=C\c2cn(C)c3ccccc23)c([N+](=O)[O-])c1	-2	-14[20 µM]	-5	-106	9	-0.4	-5	-9	.
The results go on:
SMILES	FXIa inh 1536	Furin inh	hK5 inh	m-calpain inh	FXIIa inh 1536	PERK inh	Thrombin inh	Rad51 HR inh	KCC2 mod
O=C(Nc1nc(-c2ccccc2)cs1)C1CCCCN1S(=O)(=O)c1ccc(Cl)cc1 (stereo unspecified)	-7	-6[20 µM]	1	-20	3	-1.7	-6	1	-1.7
COC(=O)Cc1cn(-c2ncc(C(F)(F)F)cc2Cl)c2ccccc12	2	-22[20 µM]	-1	29	16	0.2	3	5	0.026
O=C(CSc1nnc(-c2cnccn2)n1Cc1ccco1)c1ccc(Cl)cc1	-3	-18[20 µM]	-4	-94	14	-0.1	-1	8	-2
CN1C(=O)C(O)(CC(=O)c2cccc(-n3cccc3)c2)c2ccccc21 (stereo unspecified)	1	2[20 µM]	3	-32	-1	-0.8	-8	2	-0.41
O=C(CCCn1c(SCC(=O)c2ccc(O)c(O)c2)nc2ccccc2c1=O)NCC1CCCO1 (stereo unspecified)	6	-14	-7	-148	16	0.4	6	-2	-1.3
COCC(=O)N1CCN(c2ccc([N+](=O)[O-])cc2)CC1	2	-5	1	24	14	-0.8	0	2	0.68
CC1(c2ccccc2)CC(c2ccccc2)=Nc2ccccc2N1 (stereo unspecified)	0	-13	0	0	2	0.6	-8	.	-1
CC(NC(=O)COC(=O)/C(=C/c1cccs1)c1cccs1)c1ccccc1 (stereo unspecified)	-9	1	-6	40	-3	-0.3	-11	-2	-0.77
O=C(c1cc2c(s1)CCCC2)N1CCN(S(=O)(=O)c2ccccc2C(F)(F)F)CC1	19	-15	-17	24	22	-0.5	2	2	-0.91
Cc1ccc2c(c1)-c1c(cnn1CC(=O)N(Cc1ccco1)C1CCCCC1)CO2	6	-16	-8	-8	15	-0.4	-1	2	0.08
COc1ccc(S(=O)(=O)c2cnc3ccccc3n2)cc1	-1	-28	3	-41	11	0.4	1	1	1.6
CC12CN3CC(C)(CN(C1)C3c1ccccc1F)C2 (stereo unspecified)	11	-35	5	-20	4	2.5	0	11	0.88
CN(C)S(=O)(=O)Oc1cccc(C(=O)Nc2ccc(Cl)cc2)c1	-9	-12	-4	25	-10	-0.7	5	0	-1.2
CCN(CC)c1ccc(NC(=O)COc2ccc(C#N)cc2)cc1S(=O)(=O)Nc1ccc(OC)cc1	7	-28	-11	-38	11	-0.6	-3	.	0.098
Cc1cccc(NC(=O)CCNS(=O)(=O)c2cccc3nonc23)c1C	-5	-13	-1	-13	0	-0.3	-16	4	-0.41
COc1nc(-c2ccccc2)ccc1-c1noc(-c2ccco2)n1	-1	-11[20 µM]	4	-18	12	-0.6	0	-6	0.068
O=C(CCSc1ccc(Cl)c(Cl)c1)NC12CC3CC(CC(C3)C1)C2	-6	-11	-8	-9	6	1.3	-6	-5	-0.39
O=C(Nc1ccc2c(c1)OCO2)C1CCN(S(=O)(=O)c2cccs2)CC1	-5	-13[20 µM]	-6	-37	-15	1.1	-9	1	1.1

Not all compounds are listed; rates above refer to the full screens.
